From PubChem
N370S GC mod = inhibitors or activators of N370S glucocerebrosidase for Gaucher disease | P04062 | N370S GC spleen homogenate, 4MU-glucoside fluorescence | Potency, µM (series often up to 59.4 µM), inactives show at the highest dose activity change, negative = inhibition, most hits filed as inhibitors | actives 0.092% (n = 330,000) | AID 2101;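 also: 0% = full enzyme activity and -100% = no enzyme basal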
FEN1 inh = inhibitors of human flap endonuclease 1; Potency, µM (series often up to 114 µM), without a hit: at the top dose activity change, negative = inhibition, most hits filed as inhibitors; actives 0.35% (n = 390,000); Recombinant FEN1 flap cleavage, fluorescence, 15 min; P39748; also: nearly all actives have a fitted effect of over 65% in size
Target sequence (P39748 whole entry, looked up): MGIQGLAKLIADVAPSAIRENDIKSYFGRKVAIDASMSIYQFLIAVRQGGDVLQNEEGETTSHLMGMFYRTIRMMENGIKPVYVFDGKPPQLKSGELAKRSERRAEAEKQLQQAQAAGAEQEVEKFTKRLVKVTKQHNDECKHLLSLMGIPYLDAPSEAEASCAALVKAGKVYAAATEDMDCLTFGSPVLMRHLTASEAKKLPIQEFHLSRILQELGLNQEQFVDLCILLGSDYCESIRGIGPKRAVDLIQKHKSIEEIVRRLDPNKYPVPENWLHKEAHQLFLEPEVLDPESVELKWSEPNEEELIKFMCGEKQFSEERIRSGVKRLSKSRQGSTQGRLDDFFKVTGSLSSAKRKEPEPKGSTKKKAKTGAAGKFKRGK
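Compounds are tested as a concentration series against 10 nM FEN1; after a 15 min room-temperature preincubation, 50 nM substrate starts cleavage, with plate reads at 0 and 15 min. Normalized responses are fitted by a Hill equation.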
TDP1 cell CPT = growth inhibition of DT40 Tdp1-/-;hTDP1 cells with camptothecin (screen for TDP1 inhibitors). chicken DT40 Tdp1-/-;hTDP1 cells + 20 nM CPT, ATP luminescence, 48 h. Potency, µM (doses to about 46.2 µM), for inactives: at the top dose activity change, negative = growth inhibition, usual class: inhibitors. actives 12% (n = 420,000). AID 686979; also: nearly all actives have a fitted effect of over 55% in size
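Chicken DT40 Tdp1-/- cells complemented with human TDP1, 400 cells/well, exposed to compounds plus 20 nM camptothecin for at least 48 h at 37 C; viability read as ATP content by CellTiter-Glo luminescence.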
Active calls of the source: *; ? = inconclusive; / = no result given; [ ] = dose if it differs, or a comment. Calls follow the shape of the dose curve; as a rule, active = well fitted curve in the direction sought with a large enough effect; inconclusive = small, poorly fitted or top-dose-only effect, or another doubt; inactive = no such curve, though single readings can be large; an effect the other way counts as inactive or inconclusive. Unless noted, % is scaled to controls: 0 for no effect and ±100 for the full control effect; potency is read from the fitted curve at half-maximal effect. Only part of the results is shown. The share of hits here may be higher or lower than overall.

SMILES | N370S GC mod | TDP1 cell CPT | FEN1 inh
Cc1cc(-c2ccc(/C=N/n3cnnc3)o2)ccc1Cl | 14% | -1% | -8%
Cc1noc(C)c1COc1cccc(C(=O)Nc2ccccc2)c1 | / | 18% | -3%
CC(Nc1ccc2c(c1)OCCO2)C(=O)N1c2ccccc2CC1C (stereo unspecified) | 11% | -15% | -2%
Cc1nc(-n2nnc(CO)c2CO)nc2c1CCC2 | / | 15% | 7%
COc1ccc(-n2ncc3c2CC(C)(C)CC3NC(=O)c2ccoc2C)cc1 (stereo unspecified) | 2% | ? | -7%
Cc1ccc(C2c3[nH]c4ccccc4c3C[C@H]3C(=O)N(c4ccccc4C(=O)N4CCC[C@@H]4C(=O)O)C(=O)N23)cc1 (stereo partly specified) | 1% | 3% | 0%
CC(C)(C)OC(=O)C[C@H]1C/C=C\C[C@H](CC(=O)NCCO)C(=O)NC[C@H](c2ccccc2)OC1=O | / | 1% | -8%
Cc1ccc(NC(=S)/C(=C(\[O-])c2ccc(F)cc2)[n+]2ccccc2)cc1 | -9% | -3% | 2%
COc1ccc(F)c(CN2CCCC(CO)(Cc3cccc(Cl)c3)C2)c1 (stereo unspecified) | -6% | ? | -2%
CC1(c2ccccc2)CCC(=O)NC1 (stereo unspecified) | / | 1% | 1%
CC[C@@]1(C(=O)OC)N[C@H](CN(C)C(=O)Nc2ccc(Cl)cc2)[C@@H]2C(=O)N(Cc3ccccc3)C(=O)[C@@H]21 | / | -28% | 16%
CN(C)Cc1c(O)ccc2c(-c3ccccc3)cc(=O)oc12 | 9% | -7% | -10%
O=C(c1ccc2c(=O)n(Cc3ccccc3Cl)c(=S)[nH]c2c1)N1CCOCC1 | -1% | -23% | 2%
Cc1cccc(NS(=O)(=O)c2ccc(C)c(C(=O)NCC(c3ccccc3)N(C)C)c2)c1 (stereo unspecified) | / | ? | -21%
O=C(Nc1ccc2c(c1)C(=O)c1ccccc1-2)c1ccccc1 | / | 8% | -6%
O=C(CN(CC1CCCO1)C(=O)CNS(=O)(=O)c1ccc(Cl)cc1)NCc1ccco1 (stereo unspecified) | -12% | 3% | 0%
COC(=O)CN1C(=O)N/C(=C/c2ccccc2OC)C1=O | 2% | 7% | 12%
C/C(CC(=O)Nc1cccc2c1CCCC2)=N\NC=O | -4% | 10% | 0%
Cc1cc(OCC(=O)NCC2CCC(C(=O)O)CC2)c2c(C)c(C)c(=O)oc2c1 (stereo unspecified) | -7% | -1% | 0%
CCOC1CS(=O)(=O)CC1OCC (stereo unspecified) | -11% | -5% | 6%
Cc1nn(-c2ccccc2)c2nc(-c3ccncc3)cc(C(=O)NCc3ccco3)c12 | 8% | ? | -21%
COC(=O)c1ccc([C@H]2Nc3ccc(S(=O)(=O)Nc4cccc(C)c4)cc3[C@H]3C=CC[C@H]32)cc1 | / | 1.8µM* | -22%
O=C(Cn1cc([N+](=O)[O-])cn1)NCc1cc2ccccc2[nH]1 | 1% | -6% | -4%
O=C(/C=C(\O)c1ccccc1)c1ccccc1O | 13% | 16µM* | /
O=[N+]([O-])c1ccc(N/N=C/c2cccnc2)cc1 | -13% | 5.8µM* | 5%
CCC(Sc1nc2cc3c(cc2c(=O)n1CCCC(=O)NCc1ccc(OC)cc1)OCO3)C(=O)NCCCOC (stereo unspecified) | / | 3% | 5%
Nc1nc(CSc2n[nH]c(-c3ccccc3)n2)nc(Nc2ccccc2)n1 | 2% | ? | 0%
CCCCCn1c(N)c(-c2nc3ccccc3s2)c2c([N+](=O)[O-])nn(C)c(=O)c21 | -2% | ? | -2%
O=C(CCC(=O)c1ccc(F)cc1)OCc1nnc(-c2ccc([N+](=O)[O-])cc2)o1 | / | -27% | 2%
CC(=O)Nc1ccc(NC(=O)CCOc2ccccc2C)cc1 | 7% | 3% | -9%
O=C(CN1CCN(Cc2ccccc2)CC1)N1N=CCC1c1ccccc1 (stereo unspecified) | -17% | 3% | 21%
COc1ccc2c(c1)CCc1c(C(=O)Nc3c(C)nn(Cc4ccc(Cl)cc4)c3C)noc1-2 | / | 21µM* | 0%
CCOc1cccc(C2c3[nH]c4ccccc4c3CCN2C(=O)c2ccccc2F)c1 (stereo unspecified) | / | ? | 3%
CCCCn1c(N)c(N(CC(C)C)C(=O)CCCc2cccs2)c(=O)[nH]c1=O | 9% | -3% | -3%
CCOC(=O)c1ccc(NC(=S)N2CCSC2c2ccc(OC)cc2)cc1 (stereo unspecified) | 7% | -25% | 5%
CCOc1ccc(N=c2scc(-c3ccc(OC)cc3)n2CCO)cc1 | 1% | 9.2µM* | -6%
CSCCC(NS(=O)(=O)c1ccc(C)cc1)C(=O)NC1CCCCC1 (stereo unspecified) | 24% | -9% | -3%
O=C(Nc1ccccc1)c1ccc2c(c1)OCO2 | 4% | -20% | 12%
O=C(/C=C/c1ccc(Cl)c(Cl)c1)NC1=NCCS1 | -3% | -23% | 4%
CC1C(=O)C(C)C(c2ccccc2F)NC1c1ccccc1F (stereo unspecified) | -2% | -17% | -7%
O=C(C1CCN(C2CC(=O)N(c3cccc(Cl)c3)C2=O)CC1)N1CCCCCC1 (stereo unspecified) | 1% | 10% | 1%
COc1ccc(C(=O)Nc2ccccc2-c2nnn(CC(=O)N3CCOCC3)n2)cc1 | 4% | -27% | 14%
CC[C@@H]1CC=C[C@H]2[C@H]1C(=O)N(Cc1ccccc1)[C@H]2c1ccc(C(F)(F)F)cc1 | 12% | 15µM* | -11%
O=[N+]([O-])c1nn(-c2ccccc2)n(O)c1=NCCc1ccccc1 | 0% | 6.5µM* | 1%
Cc1cccc(C)c1NC(=O)c1oc2c(c1C)-c1nn(Cc3ccccc3)cc1CC2 | / | 18µM* | 0%
COCCN(C(=O)COC(=O)CCOc1cccc(C)c1)c1c(N)n(Cc2ccccc2)c(=O)[nH]c1=O | ? | -4% | 6%
Cc1ccc(-n2cnc3c(=O)[nH]cnc32)cc1[N+](=O)[O-] | / | -1% | 4%
Cc1onc(-c2c(Cl)cccc2Cl)c1C(=O)Nc1nccs1 | -5% | ? | 2%
O=C(NCC(O)CO)c1csc(Nc2cccc3ccccc23)n1 (stereo unspecified) | 10% | 0% | 2%
CCc1ccc(-n2nnc(-c3nc(-c4ccccc4)no3)c2C)cc1 | / | -18% | 0%
O=C(NCC(O)c1ccc([N+](=O)[O-])cc1)c1cccc(S(=O)(=O)N2CCOCC2)c1 (stereo unspecified) | -6% | -2% | 4%
O=C(O)Cn1cnc2scc(-c3ccccc3)c2c1=O | -2% | -19% | 8%
Cc1occc1C(=O)Nc1ccc2c(c1)OCO2 | 5% | ? | -2%
Clc1ccccc1-c1nc(NCCN2CCOCC2)c2ccccc2n1 | -22% | ? | /
O=[N+]([O-])c1nn(-c2ccccc2)[n+]([O-])c1N1CCN(c2ccccc2)CC1 | -1% | -3% | 4%
COc1ccc(NC(=O)CCCC(=O)O)cc1Cl | 2% | 16% | -1%
Cc1cccc(-n2c(C)nc3cc(C(=O)NCc4ccc5c(c4)OCO5)ccc32)c1 | 15% | -4% | -6%
Cc1ccccc1NS(=O)(=O)c1ccc(OCC(=O)NCC2CCCO2)cc1 (stereo unspecified) | -4% | -25% | 6%
COc1ccc(NC(=O)C2CCN(c3nc4ccccc4nc3C(F)(F)F)CC2)cc1 | / | -22% | 7%
COc1ccc(CCN2C(=O)C3C4CC(C5C(C(=O)NN)=NOC45)C3C2=O)cc1OC (stereo unspecified) | 12%[12.8 µM] | 1% | -10%

(list continues)
SMILES | N370S GC mod | TDP1 cell CPT | FEN1 inh
CCOc1ccc(NC(=O)CSc2nnc(N)s2)c([N+](=O)[O-])c1 | 0% | 1% | 0%
CC(C)N1C(=O)N(c2cccc(Cl)c2)C(C)(O)CC1(C)C (stereo unspecified) | -1% | -2% | -6%
Cc1ncc([N+](=O)[O-])n1Cc1ccc(Cl)cc1 | 3% | 1% | 3%
N#Cc1ccc(Oc2ccc(S(=O)(=O)N3CCCCC3)cn2)cc1 | -19% | -25% | 1%
Cn1cccc1-c1cc(C(=O)N/N=C/c2ccc([N+](=O)[O-])cc2)[nH]n1 | -3% | 2% | -10%
CCC(=O)N/N=C(\C)CC(=O)Nc1ccc(F)cc1 | 10% | -21% | 5%
CNC(=S)N(CCc1cccc(C)c1)Cc1cc2cc(OC)c(OC)cc2[nH]c1=O | 2% | -2% | -15%
COc1ccccc1NC(=O)C(C)OC(=O)C1CCC(C(C)(C)C)CC1 (stereo unspecified) | ? | ? | -18%
C=CCn1c(CCCNC(=O)C(C)(C)C)nc2ccccc21 | 2% | ? | 22%
O=C(c1ccccc1)N1CCN(Cc2c[nH]c3ccccc23)CC1 | -3% | ? | -4%
Cc1ccc(C)c(C(=O)CCC(=O)N2CCN(c3ncccn3)CC2)c1 | 1% | 13% | 13%
S=c1[nH]nc(-c2cccnc2)o1 | -2% | 1% | 3%
Cc1ccc(S(=O)(=O)Nc2ccc(NC(=O)c3cccs3)cc2)cc1 | 7% | ? | 13%
COCCNC(=O)C1CCC(Cn2c(=S)[nH]c3ccccc3c2=O)CC1 (stereo unspecified) | -2% | -1% | -5%
CC(=O)c1cccc(NC(=O)N2CCCC2C(=O)Nc2c(C)cccc2C)c1 (stereo unspecified) | 25% | -7% | 0%
CC(=O)Nc1ccc(C(=O)COC(=O)c2ccco2)c(F)c1 | / | 29% | -4%
O=C(O)/C=C/C(=O)NCC1CCC(CNC(=O)/C=C/C(=O)O)CC1 (stereo unspecified) | 9% | -34% | 7%
COc1cc2c(cc1OC)CN(C(=O)Nc1ccccc1Cl)CC2 | -17% | -28% | -10%
CN1CCN(c2ccccc2NC(=S)NC(=O)c2cc3ccccc3o2)CC1 | -24% | ? | 19%
O=C(/C(=N\Nc1ccc(Br)cc1)Sc1nnnn1-c1ccccc1)c1ccccc1 | 10% | 0% | -8%

The final six records of the part before come first, to join the parts.
SMILES | N370S GC mod | TDP1 cell CPT | FEN1 inh
CC(=O)c1cccc(NC(=O)N2CCCC2C(=O)Nc2c(C)cccc2C)c1 (stereo unspecified) | 25% | -7% | 0%
CC(=O)Nc1ccc(C(=O)COC(=O)c2ccco2)c(F)c1 | / | 29% | -4%
O=C(O)/C=C/C(=O)NCC1CCC(CNC(=O)/C=C/C(=O)O)CC1 (stereo unspecified) | 9% | -34% | 7%
COc1cc2c(cc1OC)CN(C(=O)Nc1ccccc1Cl)CC2 | -17% | -28% | -10%
CN1CCN(c2ccccc2NC(=S)NC(=O)c2cc3ccccc3o2)CC1 | -24% | ? | 19%
O=C(/C(=N\Nc1ccc(Br)cc1)Sc1nnnn1-c1ccccc1)c1ccccc1 | 10% | 0% | -8%
Cc1ccc2occ(-c3nn[nH]n3)c(=O)c2c1 | 18% | -23% | -1%
O=C(O)Cc1nc2nc3c(c(=O)n2[nH]1)CCCC3 | -2% | -5% | 6%
N#Cc1nc(Cc2cccc3ccccc23)oc1N1CCCCC1 | ? | ? | -7%
COc1ccc(C(=O)C2CCCN(S(=O)(=O)C(C)C)C2)c(C)c1 (stereo unspecified) | 4% | 1% | -1%
COC(=O)c1[nH]c2ccc(Cl)cc2c1NC(=O)Oc1ccccc1 | 10% | 3% | 0%
CCC(C)[C@H](NC(=O)N1CC(=O)Nc2ccccc21)C(=O)N1CCC[C@H]1C(=O)O (stereo partly specified) | 1% | -10% | 3%
Cc1nn(C)cc1C(C)NC(=O)c1cc(COc2cccc3cnccc23)on1 (stereo unspecified) | 2% | 10µM* | 2%
COc1ccc(N(CC(=O)NC2CCCC2)C(=O)Cn2nnc(-c3ccc(F)cc3)n2)cc1OC | 9% | -16% | 0%
O=C(O)C1CSCN1S(=O)(=O)c1cccc2nsnc12 (stereo unspecified) | -1% | ? | -1%
CC(C)(C)CC(C)(C)NC(=O)c1ccc2snnc2c1 | 5% | ? | -2%
O=C(c1ccc(Cl)c(S(=O)(=O)Nc2ccc(F)cc2)c1)N1CCN(c2ccccn2)CC1 | 2%[12.8 µM] | -1% | -8%
Cc1ccc([N+](=O)[O-])cc1S(=O)(=O)Nc1ccc(C(=O)NCc2ccccn2)cc1 | -17% | 11% | -2%
O=C(O)/C=C1\NC(=O)c2ccccc21 | -10% | 11% | -6%
CCOc1ncccc1C(=O)N1CCN(C(c2ccccc2)c2ccccc2)CC1 | -11% | 13µM* | -21%
CC(SC1=NCCN1S(=O)(=O)c1ccccc1)c1ccccc1 (stereo unspecified) | -8% | -18% | -17%
CCOC(=O)c1cnc2c(ccc3ccccc32)c1Nc1ccc(Cl)cc1 | / | -16% | -2%
S=C(Nc1ccccc1)N1CCN(C/C=C/c2ccccc2)CC1 | -2% | -26% | -7%
CCOC(=O)N1CCN(Cc2nc3cc(NC(=O)CC(C)C)ccc3n2C(C)C)CC1 | / | 0.82µM* | -12%
Cc1ccc(S(=O)(=O)N(Cc2ccccc2)c2ccccc2C(=O)Nc2ccccc2C(=O)NCc2ccco2)cc1 | 8% | 23µM* | -6%
